PMI inhibitors: inhibitors of human PMI, primary screen, biochemical, fluorescence intensity, coupled assay (AID 1209) | purified PMI enzyme, coupled fluorescence intensity; higher % means a stronger effect | inhibition, % at 20 µM, or IC50 in µM where a hit was titrated | actives 0.42% (n = 190,000);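 further: plate controls were DMSO vehicle for no effect and wells lacking substrate for full effect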
P. falciparum M1AAP: malaria alanyl aminopeptidase activity blockers – biochemical, fluorogenic H-Leu-NHMec substrate, 1536-well (AID 1445). recombinant M1AAP, H-Leu-NHMec fluorogenic kinetic assay; higher % means a stronger effect. inhibition, % at 30 µM, or IC50 in µM where a hit was titrated. actives 0.42% (n = 220,000);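 active means primary inhibition above the hit cutoff, then over 50% inhibition at one or more dose response concentrations, cut at about 23% in these data, passing the limit was not always enough; inconclusive means conflicting primary data, or primary hits not chosen for dose response; inactive means low primary inhibition, or under 50% at every dose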;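 further: plate controls were DMSO full reaction for no effect and no enzyme background for full effect; strong numbers were not always called active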
LYP inhibition: inhibitors of LYP phosphatase, biochemical, fluorescence intensity, uHTS (AID 1779); recombinant LYP phosphatase, fluorescence intensity; higher % means a stronger effect; inhibition, % at 11.5 µM; hits with a dose series show IC50 in µM; actives 0.054% (n = 290,000);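 further: plate controls were vehicle with enzyme for no effect and no enzyme for full effect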
WT yeast gro inh: growth inhibition of WT yeast, mitochondrial fusion screen | actives 2.1% (n = 190,000) | inhibition, % at 10 µM | AID 1362 | mitochondrial fusion phenotypic screen, WT strain; in the data active means inhibition above about 58%; tested in S. cerevisiae
XIAP displacement: small molecules displacing peptide from XIAP – biochemical, IAP family, fluorescence polarization (AID 1018); XIAP BIR domain, fluorescence polarization peptide displacement; higher % means a stronger effect; displacement, % at 20 µM; hits with a dose series show IC50 in µM; actives 0.007% (n = 200,000); in the data active means displacement above about 50%; further: a part of the inactive calls stands beside numbers as strong as those of hits
TNAP activation fold: stimulation of alkaline phosphatase TNAP activity – biochemical, luminescent, no phosphate acceptor, uHTS, primary screen (AID 1001); activation fold at 20 µM; hits with a dose series show EC50 in µM; purified TNAP, luminescent activation assay, no phosphate acceptor; higher activation fold means a stronger effect; actives 0.03% (n = 200,000); in the data active means activation fold from about 3, or a potency from the dose series; inactive means the rest, 99 in 100 with activation fold below about 1.6; further: many of its hits are not listed in these tables
M17LAP inhibition: P. falciparum M17LAP inhibitors, primary screen, biochemical, fluorogenic H-Leu-NHMec substrate, 1536-well (AID 1619). recombinant M17LAP, H-Leu-NHMec fluorogenic kinetic assay; higher % means a stronger effect. one-dose inhibition, % at 30 µM; IC50 in µM for titrated hits. actives 0.38% (n = 220,000);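 active means compound inhibiting the enzyme by more than half at any dose during confirmatory dose-response retesting; inconclusive means strong single-dose inhibitors picked by rank but not retested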;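 further: plate controls were full reaction with DMSO carrier for no effect and no enzyme background for full effect; strong numbers were not always called active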
human PMI inhibitors: MPI inhibition at elevated mannose 6-phosphate – biochemical, fluorescence intensity, high mannose 6-phosphate, primary screen (AID 1220); inhibition, % at 20 µM, or IC50 in µM where a hit was titrated; actives 0.66% (n = 190,000); recombinant PMI enzyme, coupled fluorescence intensity; higher % means a stronger effect
Yfh1-depleted yeast: mitochondrial function rescue without frataxin homolog – Friedreich's ataxia, plus single-dose screen, dose response (AID 1465); S. cerevisiae Yfh1-off respiration, WST-1 reduction, 72 h; higher fold induction means a stronger effect; fold induction at 50 µM, or EC50 in µM where a hit was titrated; actives 0.074% (n = 220,000);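 active means fold induction of absorbance versus untreated yeast above a set limit, then at least 30% activation at any dose in follow-up; inconclusive means repeats straddling the limit, or above it without dose testing; inactive means fold induction below the set limit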;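 further: activators that raise dye reduction in frataxin-depleted yeast; strong numbers were not always called active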
WT yeast gro inh mutant strain: also measured in WT yeast gro inh; calls as there; inhibition, %; mitochondrial fusion phenotypic screen, mutant strain inhibition
* marks the source's active call; other numbers are inactive results; i = inactive; ? = inconclusive; · = no result given. Unless noted, no stated cut-off is given here; in the data, active means inhibition above about 50%; inactive means the rest. Compounds were not picked by outcome; overall some 3.7% were active at least once.

no.	SMILES	PMI inhibitors	P. falciparum M1AAP	LYP inhibition	WT yeast gro inh	WT yeast gro inh mutant strain	XIAP displacement	TNAP activation fold	M17LAP inhibition	human PMI inhibitors	Yfh1-depleted yeast
1	Cc1cccc(NC(=O)CSc2nc3ccccc3c3nc(CCc4c(C)n[nH]c4C)nn23)c1	7%	1%	0%	-13	-2	-3.4%	1.1	-1%	6%	i
2	O=C(COC(=O)COc1ccc(Cl)cc1)NC1CCCCC1	-4%	?	6%	-12	-8	-2.1%	1.1	13%	-10%	i
3	CC1(C)CC(=O)C(/C=N/n2c(C(F)(F)F)nc3ccccc3c2=O)=C(O)C1	-38%	28%*	-4%	-6	-10	0.1%	1.3	11%	-34%	i
4	CCC(=O)NC1=C(C#N)C2(CCCC2)Cc2ccccc21	-8%	5%	-3%	3	0	0.1%	1.1	4%	4%	i
5	CCOC(=O)N1CCN(C(=O)c2cn(C)c(=O)c3c2c2ccccc2n3C)CC1	-1%	4%	-2%	9	7	-4.1%	1.1	-10%	-7%	i
6	N#CC1=C(N)OC2=C(C(=O)CCC2)C1c1ccoc1 (stereo not given)	-2%	5%	0%	-2	14	-4.6%	1.1	6%	-5%	i
7	CCN(C(=O)CSc1nnc(Nc2cccc(C)c2C)s1)C1CCS(=O)(=O)C1 (stereo not given)	6%	-5%	-1%	-25	16	1.2%	1.1	36%	-2%	i
8	COc1ccc(CCNC(=O)NC(C(F)(F)F)C(F)(F)F)cc1OC	7%	0%	-5%	-5	-2	-0.3%	1.1	2%	4%	i
9	CCCCOc1ccc(C(=O)NCCc2cccs2)cc1	-25%	0%	-3%	21	6	-9.7%	1	4%	-10%	i
10	O=c1cc(CN2CCN(S(=O)(=O)c3ccccc3)CC2)nc2sccn12	-7%	-1%	-4%	2	-6	-6.5%	1	0%	-2%	i
11	Cc1ccc2nc(SCC(=O)c3ccc4c(c3)OCO4)[nH]c2c1	-4%	6%	-4%	2	4	-0.8%	1.2	29%	-11%	i
12	Nc1c(C(=O)Nc2ccc(S(=O)(=O)N3CCCC3)cc2)sc2nc3ccc(OC(F)(F)F)cc3cc12	3%	3%	0%	0	10	-4.9%	1	0%	1%	i
13	CCN(CC)S(=O)(=O)c1ccc(OC)c(NC(=O)Cc2cccs2)c1	-11%	5%	1%	4	-16	-4.0%	1.1	2%	-14%	i
14	CCN1CCN(C(=S)c2ccc(OCC(=O)NCc3ccccc3)cc2)CC1	14%	7%	-10%	-8	1	-3.5%	1	3%	10%	i
15	CCN1CCN(c2nc(Nc3cc(OC)ccc3OC)nc(Nc3cc(OC)ccc3OC)n2)CC1	·	5%	-5%	·	·	·	·	2%	·	i
16	COc1ccccc1C(=O)NC(CCSC)C(=O)NC1CCCCCC1 (stereo not given)	4%	6%	-2%	-2	15	-21%	1	-4%	8%	i
17	CC(=O)N1CCN(c2ccc(NC(=O)/C=C/c3ccccc3)cc2)CC1	-11%	5%	8%	4	-3	-4.8%	0.9	-4%	0%	i
18	O=C(Nc1ncc(Cc2ccc(SC(F)F)cc2)s1)c1ccccc1	16%	-2%	0%	5	-38	-0.6%	1.1	17%	11%	·
19	Cc1nn(Cc2ccccc2)c(Cl)c1C(=O)NCc1ccc(C)n1C	6%	1%	-6%	4	28	-2.5%	1.1	14%	12%	i
20	CCOC(=O)c1cn(Cc2ccc(Br)cc2)nn1	4%	3%	-11%	1	-6	-6.5%	1.1	5%	-9%	i
21	CCCCc1ccc(/C=C2\C(=O)ON=C2c2ccccc2)s1	14%	9%	-7%	-1	-9	-1.5%	1.1	20%	2%	i
22	COC(=O)C1=C(C)N=C2SCCC(=O)N2C1c1cc(Br)ccc1OC (stereo not given)	-1%	7%	-3%	-12	0	-2.1%	1.1	-6%	1%	i
23	Cc1ccc(NC2=C(Cl)C(=O)OC2OC(C)C)cc1 (stereo not given)	2%	4%	3%	-8	1	0.2%	1.1	16%	-3%	i
24	Oc1ccc2cc(Br)ccc2c1CN1CCCC1	20%	13%	-5%	12	-16	-5.6%	1.1	72%	43%	i
25	COCCCn1c(SCC(=O)Nc2ccc(NC(=O)c3ccco3)c(OC)c2)nc2ccccc2c1=O	2%	8%	-5%	-3	-9	-3.9%	1	-6%	5%	i
26	CCCn1c(N)c(N2CCCCC2)c(=O)n(CC(=O)Nc2ccc(OC(F)(F)F)cc2)c1=O	-15%	0%	-1%	·	·	-25%	1	8%	-9%	i
27	S=C1NC2=C(CCCC2=C2SCCCS2)C(c2ccccc2)N1 (stereo not given)	2%	19%	19%	2	-21	-0.8%	1	12%	0%	i
28	COc1cccc(NS(=O)(=O)c2c(C)n(C)c(=O)n(C)c2=O)c1	-7%	5%	-6%	-9	-1	-4.8%	0.9	-5%	-9%	i
29	CC1CCC/C=C/C(=O)c2c(O)cc(O)cc2CC(=O)O1 (stereo not given)	·	8%	-7%	·	·	·	·	3%	·	i
30	O=C(NCc1ccc(Cl)cc1)NCC(F)(F)F	-7%	0%	-7%	-4	-21	-5.8%	1.1	-4%	-2%	i
31	O=C1NC(Cc2c[nH]c3ccccc23)C(=O)N1CCOc1ccccc1 (stereo not given)	6%	13%	-5%	-5	11	-5.2%	1.1	-1%	4%	i
32	O=C(Nc1ccccc1)c1cc2ccccc2o1	5%	-1%	-1%	34	15	-6.7%	1.1	7%	-3%	i
33	O=C(NCc1ccco1)C(=O)NCC1OCCCN1S(=O)(=O)c1ccc(F)cc1 (stereo not given)	-10%	6%	-3%	-9	-7	0.4%	1.1	4%	-9%	i
34	CC(NC(=O)NC12CC3CC(CC(C3)C1)C2)C1CCCO1 (stereo not given)	-3%	12%	5%	-7	-32	-0.6%	1	-3%	0%	i
35	CCOC(=O)c1cccc(N2C(=O)C3C(C(=O)NC4CC4)C4(C)C=CC3(O4)C2C(=O)NC(C)(C)C)c1 (stereo not given)	-4%	-4%	-3%	-8	-64	-4.5%	1.3	2%	-1%	i
36	O=S(=O)(NCCc1ccncc1)c1ccccc1	-13%	1%	-6%	3	-2	-4.8%	1.1	6%	-8%	i
37	CC1CCCCC1NC(=O)c1ccc(S(=O)(=O)NNC(=O)c2ccncc2)cc1 (stereo not given)	·	5%	-6%	·	·	·	·	15%	·	i
38	Cc1ccc(C(=O)NNC(=S)Nc2cccc(Cl)c2Cl)cc1[N+](=O)[O-]	-10%	11%	-8%	8	7	-3.6%	1.1	1%	-18%	i
39	Cc1ccccc1C(=O)Nc1ccc(C(=O)NNC(=O)CCCOc2ccc(Cl)cc2Cl)cc1	5%	1%	-4%	-18	-18	1.5%	1.1	4%	-5%	i
40	CCCc1cc(=O)[nH]c(SCc2csc(-c3ccccc3)n2)n1	5%	12%	2%	23	-6	-3.1%	1	-10%	4%	i
41	COCc1cc(C)nc(SCC[N+](C)(C)CC(=O)c2ccc(Br)cc2)c1C#N	-12%	2%	-6%	4	16	5.4%	1	7%	-11%	i
42	COc1ccccc1-n1c(=S)[nH]c2c(sc(=S)n2-c2ccccc2)c1=O	-4%	11%	9%	-9	1	-6.3%	1.1	3%	-4%	i
43	CC1CCC(C(C)C)C(OCC(O)CNC(C)(C)C)C1 (stereo not given)	-2%	8%	-9%	7	20	-1.7%	1.2	-1%	3%	i
44	CN(C)c1ccc(/C=C2\C(=N)N3C(=NC2=O)Sc2cc(S(C)(=O)=O)ccc23)cc1	·	12%	0%	·	·	·	·	6%	·	i
45	O=C(c1ccc2c(c1)OCO2)N1CCC2(CC1)Oc1ccc(F)cc1C(=O)C21CC(c2cccnc2)=NO1 (stereo not given)	·	7%	1%	·	·	·	·	-2%	·	i
46	Cc1nc2c(cnn2-c2ccccc2Cl)c(=O)n1-c1ccc(C(C)C)cc1	6%	4%	-5%	-12	-17	-1.8%	1.2	0%	6%	i
47	COc1ccccc1-c1nc2n(n1)C(c1ccccc1Cl)C(C(N)=O)=C(C)N2 (stereo not given)	-2%	-5%	-13%	-13	-4	-3.1%	0.9	-7%	-5%	i
48	N#CC1=C(N)N(c2ccccc2)C(c2ccccc2)C1(C#N)C#N (stereo not given)	22%	8%	-6%	2	8	-7.5%	1.1	-7%	16%	i
49	CC1(C)CC(=O)C=C(Nc2ccc(OCC(F)(F)C(F)F)cc2)C1	12%	5%	0%	2	2	-2.2%	1.1	17%	12%	i
50	O=S(=O)(Nc1ccc(-c2cn3cccnc3n2)cc1)c1ccccc1	-8%	17%	-10%	-14	1	-6.8%	1.1	6%	-4%	i
51	COc1cccc(OCc2cc(/C=N/NC(=O)c3ccn[nH]3)ccc2OC)c1	6%	11%	2%	8	-16	-0.4%	1.2	2%	4%	·
52	CCN(CC)S(=O)(=O)c1cccc(NC(=O)c2cncc(Br)c2)c1	6%	-3%	5%	24	10	-1.5%	1.1	1%	3%	i
53	CCOc1ccc(CC(=O)Nc2c(C(=O)Nc3ccccc3)oc3ccccc23)cc1OCC	-1%	4%	4%	-36	6	-2.5%	1.1	8%	-3%	i
54	c1ccc(Nc2cc(-c3ccccc3)nc3ncnn23)cc1	10%	1%	0%	18	20	-6.2%	1.2	4%	10%	i
55	CCC(=O)c1c[nH]c(C(=O)NCCCN2CCOCC2)c1	11%	-3%	-2%	-17	2	-4.6%	0.9	-2%	16%	i
56	O=C(/C=C/c1ccc([N+](=O)[O-])cc1)NCCOc1ccc(F)cc1	0%	6%	0%	6	-18	-7.0%	0.9	-3%	2%	i
57	Cc1ccc(F)cc1NC(=O)N1CCCN(c2ccc(C(F)(F)F)cn2)CC1	·	-5%	-1%	·	·	·	·	2%	·	i
58	COc1ccc(C(=O)c2cc3cccc(OC)c3o2)cc1	9%	6%	1%	15	29	-5.5%	1	-3%	6%	i
59	C=CCNC(=S)Nc1c(C(=O)OC)[nH]c2cc(OC)ccc12	·	-1%	-1%	·	·	·	·	8%	·	i
60	COc1ccc(C2C(=O)N(CCc3ccccc3)CC(=O)N2C2CCCCC2)cc1 (stereo not given)	-2%	-2%	-2%	·	·	0.8%	1.1	6%	-7%	i
61	COc1ccc(OC)c2[nH]c(=O)c(CCNC(=O)c3ccc(Br)o3)cc12	16%	12%	-2%	31	19	-4.3%	1.1	-3%	9%	i
62	Cc1cc(NS(=O)(=O)c2ccc(NC(=O)c3cc4c(=O)n5ccccc5nc4s3)cc2)nc(C)n1	-5%	19%	-4%	-5	-5	-9.0%	1.1	0%	0%	i
63	COc1ccc(C(C)(C)C)cc1NC(=O)c1c(C)noc1C	4%	6%	-3%	-1	-4	-6.3%	1.1	10%	2%	i

Assay outcomes as filed in PubChem BioAssay.
